Compound activity from PubChem.
14-3-3 PPI: 14-3-3 gamma protein interaction modulation; 160,000 compounds, 0.19% hits; inhibition, % at 40 µM; AID 422; FP, 14-3-3gamma / TMR-pS259-Raf peptide binding; in the data active means inhibition above about 30%;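 further: 0% = protein plus tracer without compound and 100% = blank with tracer alone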
Target sequence (P61981 whole entry, looked up): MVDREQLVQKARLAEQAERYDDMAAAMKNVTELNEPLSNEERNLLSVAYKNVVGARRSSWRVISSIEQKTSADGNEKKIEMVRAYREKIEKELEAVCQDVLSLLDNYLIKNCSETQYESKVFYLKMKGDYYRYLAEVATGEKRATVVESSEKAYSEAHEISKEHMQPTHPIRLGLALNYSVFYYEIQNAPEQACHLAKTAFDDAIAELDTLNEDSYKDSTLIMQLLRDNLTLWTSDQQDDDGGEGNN
An asterisk follows results filed as active; & = joins results of further samples. An excerpt; the hit share may differ from the screen's.

SMILES | 14-3-3 PPI
Cc1cc(C)n(-c2nc3c(c(=O)n(C)c(=O)n3C)n2C)n1 | 4.8
CC(=O)N1c2ccc(S(=O)(=O)N3CCc4ccccc43)cc2CC1C (stereo not given) | 2.6
CC(C)c1ccc(NS(=O)(=O)c2ccc3[nH]cc(C(=O)NCCc4ccccc4)c(=O)c3c2)cc1 | -7.1
Cc1oc(-c2ccccc2F)nc1CS(=O)(=O)CC(=O)N1CCc2ccccc21 | -1.6
O=C(NCCc1ccccc1Cl)C1CCN(S(=O)(=O)c2cccs2)CC1 | -4.9
Cn1c(=NC(=O)C2CC2)sc2cc(F)cc(F)c21 | -0.6
CC1CCN(C(=O)CSc2ccc3nnc(-c4ccccc4)n3n2)CC1 | -4.3
Cc1ccc(-c2nn(-c3cc([N+](=O)[O-])ccc3N3CCCC3)c(=O)c3ccccc23)cc1C | -6.2
COc1ccc(-n2c(=O)c3c(C)c(C)sc3n(CC(=O)NCc3ccccc3)c2=O)c(OC)c1 | -14.4
COc1ccccc1NC(=O)CSc1nnc(-c2ccc(C)cc2)o1 | 1.7
COc1cc2nc(SCC(=O)c3ccccc3)n3nc(-c4ccc([N+](=O)[O-])cc4)nc3c2cc1OC | 0.7
COc1cccc(C2CC(c3cccc(Br)c3)Nc3nnnn32)c1 (stereo not given) | -4.9
CC1=C(C(=O)OCC2CCCO2)C(c2ccc([N+](=O)[O-])cc2)C2=C(CC(C)(C)CC2=O)N1 (stereo not given) | -0.3
O=C(Nc1ccc(S(=O)(=O)NCCc2ccccc2)cc1)c1ccco1 | -16.9
O=C(CN(c1ccc(Cl)c(C(F)(F)F)c1)S(=O)(=O)c1ccccc1)N1CCOCC1 | -2.0
Cc1ccc(S(=O)(=O)N2CCCCC2C(=O)N2CCN(Cc3ccccc3)CC2)cc1 (stereo not given) | -4.7
C1=CC2=C(CO1)OCc1c2[nH]c2ccc3ccccc3c12 | -6.9
Cn1nc(-c2ccc(Cl)cc2)c2cc(C(=O)N3CCOCC3)sc21 | -1.7
CCCNC(=O)Cn1cnc2sc(C(=O)N3CCC(C)CC3)c(C)c2c1=O | 0.1
COc1cccc(-n2nnc3c(=O)n(CC(=O)N4CCC(C)CC4)cnc32)c1 | -0.5
COc1ccc(C2CC(c3ccc(I)cc3)Nc3nnnn32)c(OC)c1 (stereo not given) | 3.8
CCCCN(C)CCn1c(=S)[nH]c2ccc(N3CCOCC3)cc2c1=O | -4.0&2.0
O=C1CSC(=S)N1CC1CCCO1 (stereo not given) | -9.1
CCn1c(CNc2ccc(F)cc2)nnc1SCC(=O)N1CCCc2ccccc21 | 0.4
CCOc1ccccc1Nc1nc(-c2sc(N)nc2C)cs1 | -167.6
COc1ccc(C2Nc3ccccc3NC3=C2C(=O)CC(c2ccccc2Cl)C3)c(OC)c1 (stereo not given) | -4.2
Cc1cc(C)cc(-n2nnc(C(=O)NCc3ccccc3)c2N)c1 | 2.1&-2.8
COc1ccc(C2C(C(=O)OCC3CCCO3)=C(C)NC3=C2C(=O)CC(C)(C)C3)cc1 (stereo not given) | 3.7
CCc1nnc(NC(=O)CSc2nnc(-c3cccnc3)n2CCc2ccccc2)s1 | -7.5
CCOCCn1c(CN2CCN(CCO)CC2)nc2c1c(=O)n(C)c(=O)n2C | 2.3
O=[N+]([O-])c1c(NCCCO)cc(Nc2ccc3c(c2)OCCO3)c2nonc12 | -1.3
Cn1c(=O)[nH]c(=O)c2c1nc(NC1CCCCC1)n2Cc1ccccc1 | -0.2
CCCCCOC(=O)CN1C(=O)C2C3c4ccccc4C(c4ccccc43)C2C1=O (stereo not given) | -4.4
Cc1cccn2c(=O)c3cc(C(=O)N4CCN(c5ccccc5)CC4)n(C)c3nc12 | -4.7
CCn1c(CSc2nnc3ccccn23)nc2cc(C(=O)O)ccc21 | 138.6*
CC1(c2ccccc2)CC(C)(C)N(C(=O)CSc2ccccn2)c2ccccc21 (stereo not given) | 5.4
COc1ccc(-n2nc3ccc(NC(=O)CSc4ccc(Cl)cc4)cc3n2)cc1 | -22.5
CCOC(=O)C1=CN(c2cc(C)cc(C)c2)C=C(C(=O)OCC)C1c1ccc(F)cc1 | -4.9
O=C(c1ccccc1)C(CCC(CN1CCOCC1)C(=O)c1ccccc1)CN1CCOCC1 (stereo not given) | -0.7
Cc1cc(C)cc(NC(=O)C2C3C=CC4(O3)C2C(=O)N(CCN2CCCCCC2)C4C(=O)NC2CCCC(C)C2C)c1 (stereo not given) | -47.8
CCc1nc2cccc([N+](=O)[O-])c2nc1CC | -0.8
CC(=O)N(C)c1ccc(NC(=O)Cc2cccs2)cc1 | -16.4
CC/C(=C\C(=O)c1ccncc1)Nc1ccc(O)cc1 | -5.8
CC(C)CCNC(=O)C1c2ccccc2C(=O)N(C)C1c1cccs1 (stereo not given) | -4.7
CC1(c2cnc(Nc3ccccc3)s2)CCC(=O)O1 (stereo not given) | 2.3
Cc1ccnc(NS(=O)(=O)c2ccc(NC(=O)C(C)C)cc2)n1 | 0.6
Cc1ccc(SCCNS(=O)(=O)c2ccc(F)cc2)cc1 | 2.2
CCCS(=O)(=O)n1nc(-c2ccc(Br)cc2)cc1N | 1.5
Cc1ccc(C)c(Oc2nnnn2-c2ccccc2)c1 | -2.3
COc1ccc(C)cc1NC(=O)c1cnc2sccn2c1=O | -3.3
CCCOC(=O)CC1C(=O)NCCN1Cc1ccccc1C (stereo not given) | 0.5
O=C(CSc1nc2c([nH]c3ccccc32)c(=O)n1-c1ccc(F)cc1)NCCc1ccccc1 | -2.8
Cc1nc2nc[nH]n2c(=O)c1NS(=O)(=O)c1ccccc1 | 2.0
CN(C)c1nc(Oc2ccc(=O)n(-c3ccccc3)n2)nc(N2CCOCC2)n1 | 3.9
Cc1cc(C(=O)CSCc2nnc3n(CCC(C)C)c(=O)c4ccccc4n23)c(C)n1C | -5.5
O=C1C2C3C=CC(C3)C2C(=O)N1c1ccc(N(CCc2ccccc2)Cc2ccccc2)c([N+](=O)[O-])c1 (stereo not given) | 5.6
O=C(COc1ccccc1)Nc1ccccc1C(=O)Nc1ccccc1 | -5.8
NC(=O)CSc1oc(-c2ccco2)nc1S(=O)(=O)c1ccc(F)cc1 | -41.2
CCOC(=O)c1cc(-c2nnc(-c3ccccc3Cl)o2)c(C)nc1C | 3.6
COc1ccc2oc(=O)c(-c3csc(Nc4cccc(C(C)=O)c4)n3)cc2c1 | -19.7

Later entries:
SMILES | 14-3-3 PPI
Cc1nc2n(n1)C(c1ccccc1)C1=C(CC(c3ccco3)CC1=O)N2 (stereo not given) | -8.6
Cc1nnc(-c2ccc3ccccc3n2)o1 | -0.7
Cc1ccc(OCC(=O)Nc2ccc(-c3nc4ncccc4o3)cc2)c(C)c1 | -9.2
CCOC(=O)c1c(C)c(C(=O)NCCOC)c(C)n1CC | 4.0
CCOCC(=O)N1CCCC(C(=O)OCC)C1 (stereo not given) | 0.8
CCCCCOC(=O)C1=C(C)Nc2nc3ccccc3n2C1c1cccc(Cl)c1 (stereo not given) | -3.7
COc1ccc2c(c1)C(OC(C)=O)C(C)(C)C(c1cccs1)N2 (stereo not given) | -2.8
COCCNS(=O)(=O)c1ccc2c(c1)oc(=O)n2C | 1.8
Cc1ccc2cc(-c3noc(C(C)(C)C)n3)c(=O)[nH]c2c1 | 0.0
CCN1C(=O)c2cccc3c(NC(=O)c4ccccc4C)ccc1c23 | -15.8
O=C(NCCc1ccc(Cl)cc1)c1ccc(N2CC3CC(C2)c2cccc(=O)n2C3)c(NS(=O)(=O)c2ccc3c(c2)OCCO3)c1 (stereo not given) | 5.5
Cc1ccc(Cl)cc1N1C(=O)C2CCCCC2C1=O (stereo not given) | -1.4
CCOC(=O)N1CCN(C(=O)CSc2nnc(-c3cccc(OC)c3)o2)CC1 | -6.6
CCOc1cc(C#N)c(NC(=O)Cn2nnc3ccccc32)cc1OCC | -7.3
O=C(NCc1ccccn1)c1ccc2c(=O)n(CCC3=CCCCC3)c(=S)[nH]c2c1 | -0.7
Cc1csc(SCc2nnc(-c3ccccc3Br)o2)n1 | -8.8
O=C(CN1CCNCC1)Nc1ccccc1Cl | -9.2
CC(C)C1N=C2c3ccccc3N=C(SCc3cccc(Cl)c3)N2C1=O (stereo not given) | 5.0
COc1ccccc1NC(=O)CSc1nnc(-c2ccoc2C)n1CCc1ccccc1 | -1.5
CCOCCn1c(SCc2ccc(F)cc2)nc2c1c(=O)[nH]c(=O)n2C | 2.2&-3.9
COc1ccc(-c2ccc(C(=S)N3CCN(C(C)=O)CC3)o2)cc1 | -3.8
COc1ccccc1-c1nnc2sc(-c3cc4ccccc4o3)nn12 | 0.2
CCOC(=O)c1ccc(OCc2c(C)noc2C)cc1 | 10.9
O=C(Nc1cc(C(F)(F)F)ccc1Oc1ccc(Cl)cc1)c1ccc([N+](=O)[O-])cc1 | -3.3

Arranged by value in 14-3-3 PPI (falling): some entries from above
canonical_smiles | 14-3-3 PPI
CCOC(=O)c1ccc(OCc2c(C)noc2C)cc1 | 10.9
Cc1ccc(SCCNS(=O)(=O)c2ccc(F)cc2)cc1 | 2.2
CCOCC(=O)N1CCCC(C(=O)OCC)C1 (stereo not given) | 0.8
CCn1c(CNc2ccc(F)cc2)nnc1SCC(=O)N1CCCc2ccccc21 | 0.4
O=C(NCCc1ccccc1Cl)C1CCN(S(=O)(=O)c2cccs2)CC1 | -4.9
CCN1C(=O)c2cccc3c(NC(=O)c4ccccc4C)ccc1c23 | -15.8

(further entries)
SMILES | 14-3-3 PPI
O=[N+]([O-])c1ccc(N2CN=C(c3ccccc3)NC2=S)cc1 | 0.5
O=C(O)CCSCCC(=O)O | -0.3
O=C(CSc1nc(-c2ccccc2)cc(C(F)(F)F)n1)NCCN1CCOCC1 | 1.3
COc1ccc(OCCSc2nc(C)cc(=O)[nH]2)cc1 | 2.1
C=CCN1C(=O)c2ccccc2Sc2ccc(C(=O)NCCc3ccc(Cl)cc3)cc21 | -18.6
COc1ccc2c(c1)nc(N)n2Cc1ccccc1 | 9.4
CCCC(C(=O)c1ccccc1)n1cncn1 (stereo not given) | 1.9
Cc1ccc(C)c(Cc2c(C)nc3c(C(=O)N4CCN(c5ccc(Cl)cc5)CC4)cnn3c2C)c1 | -4.3
Cn1c(SCc2ccc(C#N)cc2Cl)nc2ccccc21 | -1.6
CCn1c(=NC(=O)CSCC(=O)Nc2nccs2)sc2ccccc21 | -4.8
COc1nc(Oc2ccc(=O)[nH]n2)nc(N2CCOCC2)n1 | -3.7
Cc1ccc(S(=O)(=O)c2c(C)nn(C(C)(C)C)c2OC(=O)C2CCCC2)cc1 | -3.8&-8.7

Four entries from above, as labelled records:
O=[N+]([O-])c1ccc(N2CN=C(c3ccccc3)NC2=S)cc1
  14-3-3 PPI: 0.5

O=C(O)CCSCCC(=O)O
  14-3-3 PPI: -0.3

O=C(CSc1nc(-c2ccccc2)cc(C(F)(F)F)n1)NCCN1CCOCC1
  14-3-3 PPI: 1.3

COc1ccc(OCCSc2nc(C)cc(=O)[nH]2)cc1
  14-3-3 PPI: 2.1

(continued)
SMILES | 14-3-3 PPI
COc1ccc(-n2nnnc2SCC#CCO)cc1 | -1.9
Cc1ccccc1-n1c(=O)cc(N2CCN(Cc3ccccc3)CC2)[nH]c1=O | 5.7
CCOC(=O)C1CCCN(c2c(NCC3CCCO3)c(=O)c2=O)C1 (stereo not given) | -0.3
CCOC(=O)C1C(=O)C=C(c2cccc(OC)c2)CC1c1ccc(CC)cc1 (stereo not given) | -8.7
CCCCN(C)S(=O)(=O)c1ccc(C(=O)Nc2nc3c(s2)COc2ccccc2-3)cc1 | -24.5
Cc1ccc(C(=O)N2CCCCCC2)cc1Br | -3.9
O=c1c2ccccc2c(/C=N/n2cnnc2)c(O)n1-c1ccccc1F | -2.2
CC1CCN(S(=O)(=O)N2CCC(C(=O)NC3CCCCC3C)CC2)CC1 (stereo not given) | -5.3
COc1ccccc1C(=O)N1CCN(C(=O)C(c2ccccc2)c2ccccc2)CC1 | 3.3
COc1ccc(S(=O)(=O)NCCSCc2ccco2)cc1Br | -12.6
Cc1nnc(NC(=O)CSc2nnc(Cc3ccccc3)n2Cc2ccccc2)s1 | -7.6
CC1=CN2C(=NC(=O)CC2(C)C(=O)NC2CCC(C)CC2)C=C1 (stereo not given) | 0.9
O=C(NC1CCCC1)c1ccc(NC(=O)C2CCCO2)cc1 (stereo not given) | -5.2
Cc1cc(C(=O)N2CCN(c3cccc(Cl)c3)CC2)c(C)o1 | -11.1
COCCOC(=O)C1=C(C)NC(=O)CC1c1cc2c(cc1Br)OCO2 (stereo not given) | -10.5
COC(=O)c1nnn(-c2nonc2OC)c1C | -0.3
O=C1c2ccccc2CC1Sc1nnc(-c2ccncc2)o1 (stereo not given) | 1.7
COc1cccc(NC(=O)CCCCCN2C(=O)c3cccc([N+](=O)[O-])c3C2=O)c1 | -2.2
CN(C(=O)Cn1ncc2c(=O)oc3ccccc3c21)c1ccc(Br)cc1 | -3.4
Clc1ccc(-c2nc3nc4ccccc4nc3n2Cc2ccco2)cc1 | -6.6
O=C(CSc1nc2ccc(Br)cc2c(=O)n1-c1ccccc1)NCc1ccco1 | 4.8
O=C1CCC(=O)N1c1ccc(NCCc2ccccc2F)c([N+](=O)[O-])c1 | -2.6
CC(=O)Nc1cc(C(=O)N(C)Cc2ccccc2)ccc1Sc1ccc(Cl)cc1 | -3.6
CN(C)S(=O)(=O)c1ccc(C(=O)Nc2nc(-c3cccs3)cs2)cc1 | -4.0
CCCC(=O)N1CCN(c2nc(Cc3ccccc3)c3c(c2C#N)CC(C)(C)OC3)CC1 | -11.7
CC1=Nn2c(nnc2-c2cc(C)[nH]n2)SC1 | -1.9
CC(C)(C)C(=O)Cn1c(NCCCO)nc2ccccc21 | 0.1&-1.7
CC1=C(C(=O)OC(C)C)C(c2coc3ccccc3c2=O)C2=C(CC(c3cccs3)CC2=O)N1 (stereo not given) | -1.0
O=C(NCc1ccc(F)cc1)c1nn2c(c1Br)NC(c1cccs1)CC2C(F)(F)F (stereo not given) | -145.2
Cc1ccc(S(=O)(=O)c2ccc3c4c(cccc24)NC=N3)cc1 | -11.3
O=C(O)CCNC(=O)CCN1C(=O)c2ccccc2C1=O | -1.2
